M4 PAM: potentiates acetylcholine response at human M4 receptor | P08173 | CHO-K1 hM4/Gqi5, Fluo-8 calcium fluorescence, ACh EC20; 0% = ACh EC20, 100% = maximal ACh | activation, % at 3 µM | actives 0.4% (n = 360,000) | AID 624126;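 active = activation above its plate's cutoff, the mean activation of sample wells plus 3 SD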; note: some results filed as inactive read as strong as hits
Target sequence (P08173 whole entry, looked up): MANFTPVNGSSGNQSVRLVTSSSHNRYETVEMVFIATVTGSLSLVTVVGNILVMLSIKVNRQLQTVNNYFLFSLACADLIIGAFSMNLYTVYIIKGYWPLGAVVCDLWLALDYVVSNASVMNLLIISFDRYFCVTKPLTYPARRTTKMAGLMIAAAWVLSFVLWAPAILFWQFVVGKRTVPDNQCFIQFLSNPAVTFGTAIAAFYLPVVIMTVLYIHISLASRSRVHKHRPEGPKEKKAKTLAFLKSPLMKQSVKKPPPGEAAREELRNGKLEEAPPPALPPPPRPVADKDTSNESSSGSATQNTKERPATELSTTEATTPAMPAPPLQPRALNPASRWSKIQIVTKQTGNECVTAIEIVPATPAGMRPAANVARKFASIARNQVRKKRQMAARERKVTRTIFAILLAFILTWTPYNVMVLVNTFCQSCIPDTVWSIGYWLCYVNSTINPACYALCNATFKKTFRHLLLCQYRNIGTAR
CHO-K1 Ca ag: M1 agonist counterscreen hit in parental CHO-K1 cells. Fluo-8 calcium fluorescence; scaled to maximal ATP response, vehicle zero. activation, % at 3 µM. actives 0.48% (n = 360,000). AID 602248; in the data active = activation above about 15%;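 note: untransfected CHO-K1 host cells lacking M1 receptor as counterscreen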
CHO-K1 Ca antag: counter-screen for M1 antagonists: effect in parental CHO-K1 cells; ATP-induced calcium, Fluo-8 fluorescence; inhibition, % at 3 µM; actives 0.6% (n = 360,000); AID 602250;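 active = inhibition above a per-plate cutoff, the plate's mean sample inhibition plus 3 SD, cut at about 24% in these data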;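 note: 0% = DMSO plus EC80 ATP and 100% = DMSO alone without ATP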
CHRM5 PAM: potentiates acetylcholine response at human M5 receptor | P08912 | CHO-K1 hM5, Fluo-8 calcium, ACh EC20 PAM; 0% = ACh EC20, 100% = ACh EC100 | activation, % at 3 µM | actives 0.3% (n = 360,000) | AID 624038;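 active = activation above the run cutoff, the mean activation of all test compounds plus 3 SD, cut at about 18% in these data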
Target sequence (P08912 whole entry, looked up): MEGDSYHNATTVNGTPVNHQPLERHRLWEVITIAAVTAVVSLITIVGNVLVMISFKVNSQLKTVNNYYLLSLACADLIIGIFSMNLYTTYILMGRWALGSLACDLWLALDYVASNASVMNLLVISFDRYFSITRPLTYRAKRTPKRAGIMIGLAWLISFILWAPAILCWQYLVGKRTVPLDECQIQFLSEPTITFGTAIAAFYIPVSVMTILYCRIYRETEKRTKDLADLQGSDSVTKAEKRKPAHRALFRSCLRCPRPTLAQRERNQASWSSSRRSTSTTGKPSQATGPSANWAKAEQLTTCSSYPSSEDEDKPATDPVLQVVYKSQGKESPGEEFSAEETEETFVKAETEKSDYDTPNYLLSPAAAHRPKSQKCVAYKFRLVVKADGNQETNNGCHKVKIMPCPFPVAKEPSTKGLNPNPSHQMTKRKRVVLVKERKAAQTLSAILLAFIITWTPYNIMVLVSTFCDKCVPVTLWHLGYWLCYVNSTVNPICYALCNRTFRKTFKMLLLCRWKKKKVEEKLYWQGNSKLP
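system = human M5 receptor in CHO-K1 cells | reagent = EC20 acetylcholine as agonist stimulus | compound dosing = single-point, 3 µM nominal | incubation = Fluo-8 loading 80 min at 37 °C plus 30 min room temperature | detection = Fluo-8 calcium dye fluorescence, kinetic read | benchmarks = low control EC20 acetylcholine (0%), high control EC100 acetylcholine (100%)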
M5 antag: antagonists of human muscarinic M5 receptor (CHRM5); inhibition, % at 3 µM; P08912; actives 0.59% (n = 360,000); AID 624040; CHO-hM5 cells, Fluo-8 calcium fluorescence, ACh EC80;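 active = inhibition above a per-plate cutoff, the mean of that plate's test compounds plus 3 SD, cut at about 27% in these data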;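 note: 0% = acetylcholine EC80 with DMSO and 100% = DMSO without agonist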
M4 ag: agonists of human muscarinic M4 receptor (CHRM4). P08173. CHO-K1 hM4/Gqi5, Fluo-8 calcium fluorescence; vehicle 0%, full acetylcholine response 100%. actives 0.14% (n = 360,000). activation, % at 3 µM;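 active = activation above the run mean over all test wells plus 3 SD, cut at about 32% in these data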;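 note: peak over basal fluorescence ratio per well then scaled between controls; 0% = DMSO wells and 100% = acetylcholine at EC100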
M4 antag: antagonists of human muscarinic M4 receptor (CHRM4); CHO-hM4 cells, ACh EC80, Fluo-8 calcium fluorescence; inhibition, % at 3 µM; actives 0.73% (n = 360,000); AID 624125;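 active = inhibition above its plate's cutoff, the mean inhibition of sample wells plus 3 SD, cut at about 27% in these data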;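 note: 0% = acetylcholine EC80 with DMSO and 100% = DMSO without agonist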
CHRM5 agonist: CHRM5 agonism in calcium assay; CHO-K1 hM5 cells, Fluo-8 calcium fluorescence; 0% DMSO wells, 100% maximal acetylcholine response; activation, % at 3 µM; actives 0.19% (n = 360,000);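 active = activation above the run's mean over test compounds plus 3 SD, cut at about 23% in these data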;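 note: signal is peak over basal fluorescence ratio across the kinetic read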
M1 PAM parental: counter-screen for M1 PAMs: effect in parental CHO-K1 cells | ATP EC20, Fluo-8 calcium fluorescence; 0% at ATP EC20, 100% at ATP max | activation, % at 3 µM | actives 0.02% (n = 360,000) | AID 602247;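 active = activation above the run cutoff, the mean activation of all test compounds plus 3 SD, cut at about 40% in these data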;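 note: peak over basal fluorescence ratio in a 140 s read after ATP addition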
* = called active by the depositor; . = not tested or not shown; & = joins results of further samples. An unsorted share of the library; any-hit rate near 2.7%.

SMILES	M4 PAM	CHO-K1 Ca ag	CHO-K1 Ca antag	CHRM5 PAM	M5 antag	M4 ag	M4 antag	CHRM5 agonist	M1 PAM parental
CN(C)c1ccc(CN(Cc2ccco2)C(=O)c2ccco2)cc1	-5	1.9	-7	3	-6	4	9	-2	-4
CN1CCN(C2CN(CCc3ccccc3)S(=O)(=O)C2)CC1 (stereo unspecified)	3	0.5	2	0	-3	0	-8	-5	4
O=c1[nH]c(=S)[nH]c2c1C(c1ccc(F)cc1)OC(C1CCCCC1)C2 (stereo unspecified)	-6	0.6	-19	0	6	0	7	2	14
CCN1CCc2nc(NC(=O)C(c3ccccc3)c3ccccc3)sc2C1	6	-0.5	6	3	4	4	5	2	9
COc1cc(C(=O)OCC(=O)NC2CCCC2)cc(OC)c1OC	1	0.1	-8	0	0	0	-8	-2	10
c1ccc(-c2nc(N3CCOCC3)sc2-c2ccccc2)cc1	1	0.2	-20	1	5	-1	3	-1	10
COc1cccc(C(=O)N(Cc2cccs2)C2CCS(=O)(=O)C2)c1 (stereo unspecified)	-10	5.2	-4	-16	12	21	16	5	-6
Cc1cc(C)nc(NNS(=O)(=O)c2ccc(F)c(Cl)c2)n1	1	4.1	-4	5	1	0	8	-3	3
COc1ccc(NC(=O)CC2C(=O)N(C)C(=S)N2CCc2ccccc2F)cc1 (stereo unspecified)	-9	8.1	11	-17	15	20	10	4	8
COc1ccc(CNC(=O)c2ccc(S(=O)(=O)N3CCOCC3)cc2)cc1	-1	3.4	8	-3	-4	3	-14	3	-10
CCc1noc(C)c1C(=O)Nc1nc2c(C)cccc2s1	-1	-1.0	18	2	3	1	-5	-8	-19
Cc1ccc(S(=O)(=O)/N=C2\CN(C)C(=O)N2C)cc1	0	0.1	-9	0	-3	0	-7	-3	19
C=CCNc1sc(C(=O)c2ccccc2)c(N)c1C#N	5	0.6	-5	-3	10	2	-1	-4	19
Nc1ccc(-c2cc(-c3cccc(N)c3)nc(-c3ccccc3)n2)cc1	9	0.0	-12	-5	14	3	-1	-1	9
C=CCC1(C)C(=O)N(c2ccccc2)c2ccccc21 (stereo unspecified)	1	0.8	-12	2	-4	-2	1	-2	20
COc1ccc(-c2cc(=O)oc3cc(OCc4nn[nH]n4)ccc23)cc1	3	0.1	0	3	-3	0	4	-1	19
CCNC(=O)C(=O)Nc1ccc([N+](=O)[O-])cc1	14	0.1	19	-5	-16	3	-7	1	-12
CCc1c(O)cc2n(c1=O)-c1ccc(Cl)cc1C2(C)C	-11	5.4	5	-31	11	10	-1	-2	9
CCOc1ccc(NC(=O)CCN2CCN(c3ccccc3F)CC2)cc1	1	1.1	-12	0	-10	0	2	0	23
COc1cc(C2NC(=O)NC(c3ccccc3)=C2C(C)=O)c(Cl)cc1OCC(=O)O (stereo unspecified)	4	-0.4	5	-5	-5	0	-2	-3	-3
CCCCn1c(SCC(=O)NC2CCS(=O)(=O)C2)nc2cc(S(N)(=O)=O)ccc21 (stereo unspecified)	3	1.8	-21	-1	13	0	-3	-2	6
Cc1[nH]nc2oc(=O)c(CCO)c(C)c12	6	-0.1	-3	-4	4	1	-8	2	3
CC(=O)N1CSCC1C(=O)O (stereo unspecified)	19	0.3	-16	5	-9	0	-9	-1	18
CCCNC(=O)C1Cc2cc(S(=O)(=O)N3CCCC3)ccc2N1C(C)=O (stereo unspecified)	0	1.1	-10	-4	7	1	-4	-4	12
Cc1ccc(C)c(SCC(=O)c2ccc[nH]2)c1	-7	2.2	4	2	2	7	6	4	-11
CC(C)(C)NC(=O)C(c1ccncc1)n1c(=O)c(-c2cc3ccccc3[nH]2)nc2ccccc21 (stereo unspecified)	12	.	.	-2	11	10	-11	2	.
CN1CCN(c2ccc(NC(=O)CSc3nnnn3-c3ccccc3Cl)cc2)CC1	-4	0.4	-21	9	-4	2	-3	-8	31
OC[C@@H]1CN(Cc2ccc(F)cc2)C[C@H](n2cnc3c(NCc4ccco4)ncnc32)O1	-4	2.6	1	-9	9	6	-7	3	5
Cc1ccccc1C(=O)NNC(=O)C1CCN(C(=O)Nc2ccccc2)CC1	9	-0.3	6	-1	2	0	-13	1	-18
Cc1cc(C)nc(Sc2c(C)n[nH]c2C)n1	-5	1.2	-18	1	3	-1	3	3	15
COc1ccc(S(=O)(=O)CCc2nnc(NC(C)=O)s2)cc1	1	0.1	1	2	3	0	5	-2	12
CC(C)CC(=O)NC(=S)Nc1ccccc1N1CCCC1	-4	0.7	-4	4	-8	4	-5	-6	-4
COC(=O)c1ccc(COc2ccc(C=O)cc2)o1	-4	2.1	-13	6	3	1	-3	-2	13
O=C(Nc1ccccc1)/C(=C/c1ccccc1)NC(=O)c1ccco1	-3	0.2	-5	-10	-5	2	-7	0	2
CC(NC(=O)Nc1cccc([N+](=O)[O-])c1)c1ccc2c(c1)OCO2 (stereo unspecified)	-5	9.1	3	-11	0	12	1	8	-10
COc1ccc(NC(=O)c2ccc(-n3nc(C)c[n+]3[O-])cc2)cc1	5	0.5	-5	-1	-6	1	-5	-2	21
COc1cc(=O)[nH]c(SCC(=O)Nc2ccc3ccccc3c2)n1	3	2.0	-14	3	-13	1	-9	0	10
COCCNS(=O)(=O)c1ccc2c(c1)C(=O)c1cc(S(=O)(=O)NCCOC)ccc1-2	2	-0.1	20	-1	-7	1	11	3	-6
COc1ccc(/C=N\NC(=O)c2nn(C)cc2Cl)cc1CN1CCOCC1	5	-0.1	2	2	-2	1	0	0	5
COc1ccc(C2=NN3C(=O)c4c(ccc(OC)c4OC)C3C2)cc1 (stereo unspecified)	-3	0.3	9	-4	5	1	15	-1	-5
COc1ccc(/C=C2\C(=O)ON=C2c2ccccc2)cc1	-8	0.1	-2	3	4	0	8	-2	10
CSc1nnc(-c2ccccc2)c(-c2ccccc2)n1	4	-0.8	-10	8	1	-2	3	-7	13
Cc1ccc(Cc2c(-c3ccc(F)cc3)nc3c(Cl)cc(C(F)(F)F)cn23)cc1	7	0.4	-16	0	1	0	0	3	5
Cc1ccc(CCNC(=O)C2CCN(S(=O)(=O)N3CCCC3)CC2)cc1	2	0.3	-14	-1	-8	1	-1	1	-8
CC(=O)Nc1coc2ccc(Br)cc12	1	0.3	1	1	2	2	-7	-3	0
Cn1c(=O)c(=O)n(C)c2cc(S(=O)(=O)N3CCOCC3)ccc21	-4	0.0	3	4	-5	1	4	-1	2
Cn1c(O)c(C2=c3ccccc3=NC2=O)sc1=Nc1ccc(Cl)cc1	1	-0.2	-8	-3	3	-1	-1	2	14
Cc1cc(Cl)ccc1OCCCC(=O)NCCc1nnc2ccccn12	0	0.2	-12	-5	2	2	-24	-4	9
O=C(NC(=S)Nc1ccccc1N1CCN(C(=O)c2ccccc2)CC1)c1ccccc1F	2	0.3	-1	-1	11	2	-2	-2	-12
CC1(C)CC(=O)C(CSC(=O)c2ccccc2)C(=O)C1	5	0.1	-7	-1	1	0	-8	3	9
Cc1nc2ccc(NS(=O)(=O)c3ccc(F)cc3)cc2s1	-2	11	-14	-19	12	8	-8	7	1
CCC(Oc1cc(Cl)ccc1Cl)C(=O)N1CCCN(C)CC1 (stereo unspecified)	-9	1.2	-6	-13	8	1	3	-9	8
Cc1cccc(CN2CCN(Cc3ccc(-n4cccn4)cc3)CC2CCO)n1 (stereo unspecified)	-1	3.5	-7	5	-4	0	0	-4	20
COc1ccc([C@H]2CN(CCc3ccccc3)C(=O)[C@@H]2CC(=O)Nc2ccccc2)cc1	-1	1.3	-4	2	5	3	-7	-1	4
Cn1cccc1-c1nc2ccccc2n1C	1	-0.4	-10	-3	15	-1	-2	-3	11
COC(=O)c1ccc(C(=O)NC2CC(C)(C)Cc3c2cnn3-c2ccc(F)cc2)nc1 (stereo unspecified)	0	0.5	-8	-3	-3	-1	5	-1	17
O=C(O)Cn1c(O)c(C=Nc2ccccc2)sc1=S	1&-3	0.4&-0.1	-5&22	-3&-4	-1&4	1&1	-4&11	-3&1	1&-7
Cc1ccc(C)c(S(=O)(=O)N2CCN(C(=O)CCC(=O)NCc3ccc(Cl)cc3)CC2)c1	13	2.2	6	0	9	11	-10	-1	1
COc1cccc(CSc2nnc(-c3ccc(F)cc3)o2)c1	13	0.4	-5	1	1	-2	-3	-4	13
COCC(C)NC(=O)C1CCN(S(=O)(=O)c2ccc3ccccc3c2)CC1 (stereo unspecified)	-3	-0.1	13	-2	12	3	5	-2	-15

The last five entries of the section above come first, to join the parts.
SMILES	M4 PAM	CHO-K1 Ca ag	CHO-K1 Ca antag	CHRM5 PAM	M5 antag	M4 ag	M4 antag	CHRM5 agonist	M1 PAM parental
COC(=O)c1ccc(C(=O)NC2CC(C)(C)Cc3c2cnn3-c2ccc(F)cc2)nc1 (stereo unspecified)	0	0.5	-8	-3	-3	-1	5	-1	17
O=C(O)Cn1c(O)c(C=Nc2ccccc2)sc1=S	1&-3	0.4&-0.1	-5&22	-3&-4	-1&4	1&1	-4&11	-3&1	1&-7
Cc1ccc(C)c(S(=O)(=O)N2CCN(C(=O)CCC(=O)NCc3ccc(Cl)cc3)CC2)c1	13	2.2	6	0	9	11	-10	-1	1
COc1cccc(CSc2nnc(-c3ccc(F)cc3)o2)c1	13	0.4	-5	1	1	-2	-3	-4	13
COCC(C)NC(=O)C1CCN(S(=O)(=O)c2ccc3ccccc3c2)CC1 (stereo unspecified)	-3	-0.1	13	-2	12	3	5	-2	-15
Cc1ccc(C(=O)Nc2ccc3c(c2)C(=O)N(C)C3=O)c(C)c1	-3	0.3	-6	-1	-1	1	-16	-2	10
CC(C)Cn1c(N)c(C(=O)COC(=O)c2cccc(F)c2)c(=O)n(C)c1=O	-10	5.6	9	-8	7	9	0	4	-3
COCCN(CCOC)C(=O)C1CCN(c2ccc(S(=O)(=O)N3CCOCC3)cc2[N+](=O)[O-])CC1	16	1.3	-4	3	-1	2	-10	-2	25
c1ccc(-c2nc(N3CCNCC3)nc3ccccc23)cc1	-8	4.1	-1	-7	7	4	1	-12	13
COC(=O)c1ccc(OC(=O)c2ccc(OC)cc2)c(OC)c1	1	1.6	-21	-7	12	4	-8	-4	11
CN(CC(=O)Nc1c(Cl)cccc1Cl)C(=O)Cc1ccc2c(c1)CCC2	8	1.5	-19	-5	-2	3	-9	-8	8
COC(=O)Cc1ccc(OC2(C)CCN(Cc3ccc4c(c3)OCCO4)C2)cc1 (stereo unspecified)	-10	1.1	2	-8	2	1	11	-4	10
O=C1c2ccccc2N2C(=O)c3ccccc3[C@H]2N1c1ccccc1	11	1.8	-8	-3	7	5	-2	1	9
COc1ccc(C(CCN2CCN(c3ccccc3)CC2)c2c(OC)cc(OC)c3c(-c4ccccc4)cc(=O)oc23)cc1 (stereo unspecified)	-2	0.2	-8	4	-1	1	-12	-1	7
CCOC(=O)c1c(-c2cccs2)csc1NC(=O)C(C)(C)C	-10	0.6	-9	-1	3	-3	15	-1	16
OCCC1CN(Cc2c(F)cccc2Cl)CCN1C1CCCC1 (stereo unspecified)	-21	2.4	12	3	9	1	26*	-15	4
Cc1ccc(-c2c[n+](Cc3cccc(Cl)c3)c3n2CCC3)cc1	-18	-0.2	7	-2	7	0	4	-22	-23
Cc1cc(=O)[nH]c(SCC(=O)Nc2nnc(CC(C)C)s2)n1	5	0.9	-1	2	9	1	-9	1	17
CCCN1C(=O)CC(C(=O)OC)=C1C	2	-0.3	1	3	-9	0	-1	-1	8

Screens (PubChem)
